CHRM4 agonist = CHRM4 agonism in calcium assay; P08173; CHO-K1 hM4/Gqi5, Fluo-8 calcium fluorescence; vehicle 0%, full acetylcholine response 100%; activation, % at 3 µM; actives 0.14% (n = 360,000); AID 624127;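 active = activation above the run mean over all test wells plus 3 SD, cut at about 32% in these data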;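 note: peak over basal fluorescence ratio per well then scaled between controls; 0% = DMSO wells and 100% = acetylcholine at EC100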
Target sequence (P08173 whole entry, looked up): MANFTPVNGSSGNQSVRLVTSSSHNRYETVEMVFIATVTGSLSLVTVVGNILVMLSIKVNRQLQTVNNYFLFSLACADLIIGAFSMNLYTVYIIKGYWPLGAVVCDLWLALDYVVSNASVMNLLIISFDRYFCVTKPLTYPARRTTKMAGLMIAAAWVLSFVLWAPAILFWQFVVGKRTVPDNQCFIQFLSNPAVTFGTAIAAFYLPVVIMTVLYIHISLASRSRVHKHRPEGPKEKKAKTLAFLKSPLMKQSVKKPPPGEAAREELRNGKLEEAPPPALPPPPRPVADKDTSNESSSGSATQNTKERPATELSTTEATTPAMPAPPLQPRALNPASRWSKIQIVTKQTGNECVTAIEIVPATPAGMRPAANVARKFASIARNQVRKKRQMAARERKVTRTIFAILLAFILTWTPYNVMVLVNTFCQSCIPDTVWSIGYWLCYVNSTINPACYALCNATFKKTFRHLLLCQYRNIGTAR
CHRM5 antagonist = antagonists of human muscarinic M5 receptor (CHRM5); CHO-hM5 cells, Fluo-8 calcium fluorescence, ACh EC80; actives 0.59% (n = 360,000); P08912; AID 624040; inhibition, % at 3 µM;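 active = inhibition above a per-plate cutoff, the mean of that plate's test compounds plus 3 SD, cut at about 27% in these data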;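 note: 0% = acetylcholine EC80 with DMSO and 100% = DMSO without agonist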
Target sequence (P08912 whole entry, looked up): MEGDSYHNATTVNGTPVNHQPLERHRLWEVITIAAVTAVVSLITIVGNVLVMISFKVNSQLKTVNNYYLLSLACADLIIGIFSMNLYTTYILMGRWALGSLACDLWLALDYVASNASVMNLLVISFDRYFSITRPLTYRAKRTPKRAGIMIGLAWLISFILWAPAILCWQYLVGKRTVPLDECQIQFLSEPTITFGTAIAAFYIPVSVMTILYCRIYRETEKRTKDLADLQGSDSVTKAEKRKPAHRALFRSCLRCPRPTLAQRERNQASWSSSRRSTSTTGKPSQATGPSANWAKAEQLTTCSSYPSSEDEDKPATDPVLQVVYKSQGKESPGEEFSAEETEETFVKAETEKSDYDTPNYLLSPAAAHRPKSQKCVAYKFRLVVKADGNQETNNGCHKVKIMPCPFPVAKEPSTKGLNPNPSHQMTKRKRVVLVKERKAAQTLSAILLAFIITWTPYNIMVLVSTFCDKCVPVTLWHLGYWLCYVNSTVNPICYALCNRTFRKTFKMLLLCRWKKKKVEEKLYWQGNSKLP
M4 antag = antagonists of human muscarinic M4 receptor (CHRM4). inhibition, % at 3 µM. P08173. AID 624125. actives 0.73% (n = 360,000). CHO-hM4 cells, ACh EC80, Fluo-8 calcium fluorescence;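 active = inhibition above its plate's cutoff, the mean inhibition of sample wells plus 3 SD, cut at about 27% in these data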;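 note: 0% = acetylcholine EC80 with DMSO and 100% = DMSO without agonist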
CHRM5 PAM = CHRM5 positive allosteric modulation; P08912; CHO-K1 hM5, Fluo-8 calcium, ACh EC20 PAM; 0% = ACh EC20, 100% = ACh EC100; activation, % at 3 µM; actives 0.3% (n = 360,000);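 active = activation above the run cutoff, the mean activation of all test compounds plus 3 SD, cut at about 18% in these data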
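System: CHO-K1 cell line with stable human muscarinic M5 receptor expression | Also added: EC20 acetylcholine as agonist stimulus | Compound: One concentration, 3 µM final (nominal) | Timing: Fluo-8 loading 80 min at 37 °C plus 30 min room temperature | Measured by: Fluo-8 calcium dye fluorescence, kinetic read | Read-out basis: % activation, ACh-normalized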
CHRM4 PAM = positive allosteric modulators of human muscarinic M4 receptor; P08173; CHO-K1 hM4/Gqi5, Fluo-8 calcium fluorescence, ACh EC20; 0% = ACh EC20, 100% = maximal ACh; activation, % at 3 µM; actives 0.4% (n = 360,000); AID 624126;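 active = activation above its plate's cutoff, the mean activation of sample wells plus 3 SD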; note: some results filed as inactive read as strong as hits
CHO-K1 Ca antag = nonselective inhibitor or artifact in parental CHO-K1 cells; actives 0.6% (n = 360,000); inhibition, % at 3 µM; ATP-induced calcium, Fluo-8 fluorescence; AID 602250;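 active = inhibition above a per-plate cutoff, the plate's mean sample inhibition plus 3 SD, cut at about 24% in these data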;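 note: 0% = DMSO plus EC80 ATP and 100% = DMSO alone without ATP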
CHO-K1 Ca PAM = nonselective activator or artifact in parental CHO-K1 calcium assay; ATP EC20, Fluo-8 calcium fluorescence; 0% at ATP EC20, 100% at ATP max; activation, % at 3 µM; actives 0.02% (n = 360,000); AID 602247;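 active = activation above the run cutoff, the mean activation of all test compounds plus 3 SD, cut at about 40% in these data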;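 note: peak over basal fluorescence ratio in a 140 s read after ATP addition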
CHO-K1 Ca ag = M1 agonist counterscreen hit in parental CHO-K1 cells; Fluo-8 calcium fluorescence; scaled to maximal ATP response, vehicle zero; activation, % at 3 µM; actives 0.48% (n = 360,000); AID 602248; in the data active = activation above about 15%;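 note: untransfected CHO-K1 host cells lacking M1 receptor as counterscreen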
M5 ag = agonists of human muscarinic M5 receptor (CHRM5); P08912; CHO-K1 hM5 cells, Fluo-8 calcium fluorescence; 0% DMSO wells, 100% maximal acetylcholine response; activation, % at 3 µM; actives 0.19% (n = 360,000);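 active = activation above the run's mean over test compounds plus 3 SD, cut at about 23% in these data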;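 note: signal is peak over basal fluorescence ratio across the kinetic read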
Active calls of the source: *.

canonical_smiles,CHRM4 agonist,CHRM5 antagonist,M4 antag,CHRM5 PAM,CHRM4 PAM,CHO-K1 Ca antag,CHO-K1 Ca PAM,CHO-K1 Ca ag,M5 ag
Cn1c(=O)n(CC(=O)O)c(=O)c2c1nc1n2CCCN1CCc1ccccc1,-0.1,3.6,5.7,-1.0,2.1,4.8,-4.9,0.2,1.0
COc1ccccc1N1CCN(S(=O)(=O)CCNC(=O)C2CCCCC2)CC1,13.6,5.6,-5.4,-10.2,-6.5,-6.4,5.7,8.4,5.3
CCOC(=O)C1CCCN(c2c(C(=O)c3ccccc3)cnc3ccccc23)C1 (stereo unspecified),7.9,20.6,6.9,-18.0,-3.6,14.2,9.0,3.8,9.2
Cc1cc(NC(=O)c2ccc(N3C(=O)C4C5C=CC(C5)C4C3=O)cc2)no1 (stereo unspecified),1.9,-2.5,-5.1,-4.8,3.4,-7.0,11.0,0.8,-2.2
Cc1cc(OCC(=O)NCc2ccccn2)cc(C)c1Br,1.2,-3.2,-1.9,-2.1,-8.1,-10.3,25.6,1.7,-2.0
CCc1ccc(/C=C2/SC(N3CCOCC3)=NC2=O)cc1,10.1,11.2,8.5,-12.6,-21.4,-12.5,-2.9,2.9,-4.6
O=C(COc1ccccc1O)Nc1ccccc1Cl,0.8,4.2,16.4,-2.7,5.0,-10.3,3.5,0.5,-3.4
O=C(Nc1ccccc1)N1CCCN(c2nccc(C(F)(F)F)n2)CC1,-0.1,13.1,5.1,-2.1,-9.2,-6.0,11.9,1.1,-4.0
O=C(COc1ccc(Br)cc1)NCC1COc2ccccc2O1 (stereo unspecified),1.5,9.7,-6.3,7.9,2.9,-14.7,14.4,1.1,-2.1
Cc1cc(C)c(S(=O)(=O)Nc2ncn[nH]2)cc1C,0.8,-7.5,-3.5,13.2,2.4,2.2,-17.1,0.0,-2.6
c1ccc(Cn2c[n+](Cc3ccccc3)c3ccccc32)cc1,0.8,0.4,-9.0,-6.3,-6.5,-5.7,7.8,0.6,-9.3
CCOc1ccc(NC(=O)CSc2nnc(C)n2CCCOC)cc1,0.7,-2.7,-1.9,4.9,7.7,-9.2,7.3,-0.3,0.8
COc1ccccc1N1CCN(C2CCCN(C(=O)c3oc(C)cc3C)C2)CC1 (stereo unspecified),0.9,57.2*,-0.2,-13.6,-0.9,-6.8,15.9,-0.2,-7.8
O=C(NC(=S)Nc1ccc2cn[nH]c2c1)c1ccccc1,1.9,4.3,1.2,1.7,9.8,-19.1,17.2,1.7,2.2
CCOc1ccc(CCNC(=O)c2cc(C)nn2-c2ccccc2)cc1,1.7,-10.4,-10.9,7.9,13.6,-10.3,10.2,0.7,-2.8
CCOc1ccc(C(=O)CCN2CCOCC2)cc1,2.2,0.6,-2.5,-0.8,1.9,-10.0,11.3,1.0,0.4
CC(=O)O/N=C(\N)c1cnn2c(C(F)(F)F)cc(C(F)(F)F)nc12,0.7,6.4,-3.4,3.0,8.5,9.9,-22.3,-0.2,-1.4
CC1Cc2ccccc2N1C(=O)CN(C)CC(=O)Nc1ccc(OC(F)(F)F)cc1 (stereo unspecified),1.1,7.1,-14.2,-5.8,8.7,-23.0,-4.8,0.0,0.1
CCOCCCn1c(=S)[nH]c2cc(C(=O)NCCc3ccccc3)ccc2c1=O,2.9,2.1,1.1,-1.0,1.9,-7.3,0.3,1.5,-3.1
CCCN(CCC)CCNC(=O)c1cc2c(=O)n(C)c3ccccc3c2n1C,0.4,-1.2,-4.8,-4.4,-0.3,0.5,14.9,0.6,-1.1
O=C(OCc1ccccc1)N1CCC2CC1c1ccc(/C=C/CCCCl)cc12 (stereo unspecified),1.0,3.2,-4.5,-5.1,3.5,11.2,-3.8,0.1,2.7
COCCn1c(SCC(=O)Nc2ccc3c(c2)OCCO3)nnc1-c1ccncc1,0.2,4.5,-10.3,11.4,2.5,-6.9,12.6,0.0,-0.1
O=C(O)Cc1csc(NC(=O)CSc2nnnn2-c2ccc(O)cc2)n1,0.6,-0.2,-9.8,1.6,-2.2,-14.1,-5.0,0.6,1.1
O=C(NNC(=O)c1cccc([N+](=O)[O-])c1)c1ccncc1,0.4,3.7,-1.0,-12.1,-2.1,-3.0,2.6,-0.1,0.2
CCc1ccccc1NC(=O)c1cc(S(=O)(=O)N(C)C)ccc1N1CCCC1,5.9,1.7,-6.8,-2.7,-5.8,-12.8,25.6,5.4,-1.2
Cc1sc2ncnc(SCC(=O)NC(C)C(C)C)c2c1C (stereo unspecified),5.3,6.7,-5.8,-8.8,-2.3,-11.1,2.1,2.2,-4.8
COc1ccnc(CSC(N)=Nc2ccc(F)cc2)c1,0.5,3.5,-3.2,-11.8,-2.5,-3.1,10.0,0.1,-5.6
COc1ccc(OC)c(S(=O)(=O)Nc2c(F)cccc2F)c1,0.6,-2.1,-4.1,4.5,10.7,5.0,-1.6,0.3,-0.6
CN(CC(=O)Nc1ccc(N2CCOCC2)cc1)C(=O)c1ccc(O)c(Cl)c1,0.1,14.5,11.4,-1.5,0.1,-6.3,16.0,1.2,-2.9
O=C(COc1ccc(Cl)cc1)NNC(=O)c1ccccn1,0.4,5.5,-7.5,2.2,1.9,10.5,-5.3,0.0,-0.6
CC1(C)Oc2ccc3ccc(=O)oc3c2-c2cnoc21,1.1,9.0,-10.2,-6.3,5.4,-7.0,9.3,0.2,2.1
CC1CCc2c(sc(NC(=O)C3CCCO3)c2C#N)C1 (stereo unspecified),1.1,-3.7,-9.5,0.5,-8.0,-15.4,13.5,3.0,-2.1
C/C(=N\N1CCN(c2ccccc2)CC1)c1cccs1,0.2,8.2,7.0,-9.4,2.0,-3.6,-2.9,-0.1,-0.4
Cc1cc(C)c2nc(SCC(=O)Nc3ccccc3N3CCOCC3)c(C#N)cc2c1,0.8,1.5,5.0,-5.6,15.6,19.8,-7.2,0.2,2.8
CCCS(=O)(=O)NC(=O)C1(C)CCCN(C(=O)COCc2ccccc2)C1 (stereo unspecified),0.2,-1.4,3.6,0.1,1.2,-8.8,11.0,0.6,-0.4
Oc1oc(-c2ccccc2)nc1/C=N/c1nccs1,1.7,-2.5,2.4,-4.2,-3.2,2.5,-4.0,0.4,-1.6
COc1ccccc1CN1C[C@@H]2C[C@@H](c3cccc(C)c3)N3CCC[C@@]23C1=O,1.2,-2.8,14.7,-3.3,-10.3,-12.4,22.2,0.3,-6.7
O=C(NCCCN1CCOCC1)c1ccc(CNS(=O)(=O)c2ccc(F)cc2)cc1,-0.2,12.9,2.0,-4.9,2.1,-13.5,7.0,0.1,-1.5
Cc1ccc(CNC(=O)CSc2nc3ccsc3c(=O)n2Cc2ccccn2)cc1,2.1,-5.0,-3.5,6.2,-5.3,-6.0,14.8,1.3,1.7
COc1ccc(C(=O)NCCSCc2ccco2)cc1OC,2.2,4.8,-3.3,-4.5,-4.0,-17.2,4.4,0.3,0.2
CC1CCN(C(=O)c2cc3nc(-c4ccccc4)cc(-c4ccccc4)n3n2)CC1,-0.5,-4.9,9.9,0.7,-4.2,0.1,7.9,0.4,-0.6
CC(=O)Nc1ccc(S(=O)(=O)Nc2ccc(S(=O)(=O)N3CCCCCC3)cc2)cc1,0.6,1.8,2.3,-5.0,4.3,-5.9,3.0,0.2,-1.5
CN(CC(=O)Nc1ccccc1C(F)(F)F)C(=O)Cn1c(=O)oc2ccccc21,1.0,0.7,7.4,7.2,6.8,0.3,1.3,0.5,6.5
C#CCOCCOCCOCCNc1nc(N2CCN(C(=O)[C@H](Cc3ccc(O)cc3)n3cc([C@@H](N)C(C)CC)nn3)CC2)nc(N2CCN(C(=O)[C@H](Cc3cc4ccccc4[nH]3)n3cc([C@@H](N)C(C)CC)nn3)CC2)n1 (stereo partly specified),-1.3,4.5,-0.6,2.7,2.5,8.8,-18.6,-0.6,-3.2
COc1c2occc2c(OC(C)=O)c2c(=O)cc(C)oc12,1.2,5.3,-11.7,0.9,3.3,-11.0,2.7,0.7,-0.7
CCn1c(SCC(=O)N2CCCC2)nc2c(c1=O)SC(C)C2 (stereo unspecified),-1.1,4.0,84.3*,-14.1,-16.2,-5.0,17.5,-0.1,0.3
CCc1ccc2c(COC(=O)c3n[nH]c4ccccc34)cc(=O)oc2c1,1.8,-4.7,-11.8,6.9,7.8,-16.0,7.1,0.2,-0.2
CC1(C)CC(NCc2ccccc2)=CC(=S)N1,14.5,14.0,17.6,-8.4,-10.4,5.8,-8.5,3.7,-0.1
O=C(Nc1ccc(S(=O)(=O)N2CCCC2)cc1)c1ccc(CN2CCc3ccccc3C2)cc1,13.8,17.7,31.8*,-13.2,-14.8,17.7,4.2,14.0,2.2
C#CCOCCOCCOCCNc1nc(N2CCOCC2)nc(N2CCN(C(=O)[C@H](Cc3cc4ccccc4[nH]3)n3cc([C@@H](N)CC(C)C)nn3)CC2)n1,1.5,0.6,-4.0,-0.5,7.0,-6.3,5.4,0.1,3.4
Cc1cc(C)nc(N=Nc2c(O)n(Cc3ccc(Cl)cc3)c3ccccc23)n1,0.5,8.4,5.5,-1.6,-0.6,-7.0,17.8,0.3,-2.8
O=C(Nc1ccccc1)N1CCN(c2ccc(C(F)(F)F)cn2)CC1,7.9,7.4,1.3,-8.3,-3.8,-5.2,10.2,4.8,3.7
O=C(Cn1ncc2c3ccccc3n(Cc3ccc(Cl)cc3)c2c1=O)NCCCN1CCCC1=O,3.3,-2.6,-3.6,7.6,3.4,-13.3,17.5,1.8,-0.6
C=CCn1c(COc2ccccc2)nnc1SCC(=O)C(C)(C)C,0.8,-0.6,-10.7,-7.6,5.2,-6.4,20.0,1.6,-4.6
O=C(CCCN1C(=O)/C(=C\c2cccs2)SC1=S)Nc1ccccc1O,4.0,5.8,-14.4,-4.7,0.3,9.8,6.9,5.1,0.1
O=C(NNS(=O)(=O)c1ccccc1C(F)(F)F)c1cccc(S(=O)(=O)Nc2ccccc2Cl)c1,1.6,-2.1,2.7,-3.8,4.7,-3.3,11.7,0.7,-1.5
CCOc1ccc(-n2cnc3sc4c(c3c2=O)CCCC4)cc1,1.7,1.5,-4.1,7.8,-4.7,-11.3,19.4,1.9,0.0
O=C1COc2ccc(C(=O)COC(=O)Cc3ccsc3)cc2N1,10.0,6.2,-3.1,-8.5,-1.3,2.2,0.3,4.4,-0.3
O=C(Nc1ccccc1-c1ccccc1)NC1CC2CCCC(C1)N2Cc1ccc(F)cc1 (stereo unspecified),0.8,34.5*,58.4*,-19.6,-22.9,-0.3,6.2,-0.5,-9.9
Cc1ccnc(NC(=O)CNC(=O)C23CC4CC(CC(C4)C2)C3)c1,0.2,-1.1,9.9,3.7,5.1,-3.0,-4.9,0.1,1.0

Screening data deposited in PubChem by The Scripps Research Institute Molecular Screening Center.

Compounds were not picked by outcome. About 2.7% of those tested had a hit in this group.
